Screening results deposited in PubChem by The Scripps Research Institute Molecular Screening Center.
CHRM5 antagonist: human M5 muscarinic receptor antagonists, primary screen, CHO cells, Fluo-8 calcium fluorescence | Muscarinic acetylcholine receptor M5 (Homo sapiens), P08912 | CHO-hM5 cells, ACh EC80 | inhibition, % at 3 µM | hit rate 0.59% among 360,000 | AID 624040, 2012;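 active means inhibition above a per-plate cutoff, the mean of that plate's test compounds plus 3 SD, cut at about 27% in these data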;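 further: 0% = acetylcholine EC80 with DMSO and 100% = DMSO without agonist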
Target sequence (P08912 whole entry, looked up): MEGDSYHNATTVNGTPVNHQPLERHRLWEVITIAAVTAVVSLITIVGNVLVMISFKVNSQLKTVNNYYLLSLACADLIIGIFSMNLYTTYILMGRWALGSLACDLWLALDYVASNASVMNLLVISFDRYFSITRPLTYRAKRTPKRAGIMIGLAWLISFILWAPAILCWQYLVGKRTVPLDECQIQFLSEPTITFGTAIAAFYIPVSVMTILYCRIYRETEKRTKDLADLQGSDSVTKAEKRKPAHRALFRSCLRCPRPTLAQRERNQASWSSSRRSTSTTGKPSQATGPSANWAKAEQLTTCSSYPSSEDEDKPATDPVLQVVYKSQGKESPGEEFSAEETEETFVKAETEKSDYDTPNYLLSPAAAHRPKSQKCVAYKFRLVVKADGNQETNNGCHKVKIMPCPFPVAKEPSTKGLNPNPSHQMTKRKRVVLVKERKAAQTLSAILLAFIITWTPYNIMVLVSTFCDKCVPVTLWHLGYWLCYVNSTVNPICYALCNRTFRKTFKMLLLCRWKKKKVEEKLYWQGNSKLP
CHO-K1 Ca ag: counter-screen for M1 agonists: effect in parental CHO-K1 cells | Fluo-8 calcium fluorescence; scaled to maximal ATP response, vehicle zero | activation, % at 3 µM | hit rate 0.48% among 360,000 | AID 602248, 2012; in the data active means activation above about 15%;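 further: untransfected CHO-K1 host cells lacking M1 receptor as counterscreen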
CHO-K1 Ca antag: M1 antagonist counterscreen hit in parental CHO-K1 cells; ATP-induced calcium, Fluo-8 fluorescence; inhibition, % at 3 µM; hit rate 0.6% among 360,000; AID 602250;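 active means inhibition above a per-plate cutoff, the plate's mean sample inhibition plus 3 SD, cut at about 24% in these data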;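 further: 0% = DMSO plus EC80 ATP and 100% = DMSO alone without ATP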
M5 PAM: human M5 muscarinic receptor positive allosteric modulators, primary screen, CHO-K1 cells, Fluo-8 calcium fluorescence; AID 624038, 2012; CHO-K1 hM5, ACh EC20 PAM; 0% = ACh EC20, 100% = ACh EC100; Muscarinic acetylcholine receptor M5 (Homo sapiens), P08912; activation, % at 3 µM; hit rate 0.3% among 360,000;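 active means activation above the run cutoff, the mean activation of all test compounds plus 3 SD, cut at about 18% in these data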
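System: CHO-K1 cell line with stable human muscarinic M5 receptor expression | Also added: EC20 acetylcholine as agonist stimulus | Compound: One concentration, 3 µM final (nominal) | Timing: Fluo-8 loading 80 min at 37 °C plus 30 min room temperature | Measured by: Fluo-8 calcium dye fluorescence, kinetic read | Read-out basis: % activation, ACh-normalized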
CHRM4 agonist: human M4 muscarinic receptor agonists, primary screen, CHO-K1 cells, Fluo-8 calcium fluorescence | hit rate 0.14% among 360,000 | activation, % at 3 µM | Muscarinic acetylcholine receptor M4 (Homo sapiens), P08173 | CHO-K1 hM4/Gqi5; vehicle 0%, full acetylcholine response 100%;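 active means activation above the run mean over all test wells plus 3 SD, cut at about 32% in these data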;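 further: peak over basal fluorescence ratio per well then scaled between controls; 0% = DMSO wells and 100% = acetylcholine at EC100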
CHO-K1 Ca PAM: nonselective calcium activators in parental CHO-K1 cells, primary screen, counter-screen for M1 PAM project, cell-based, Fluo-8 calcium fluorescence, full deck, 1536-well. hit rate 0.02% among 360,000. activation, % at 3 µM. ATP EC20; 0% at ATP EC20, 100% at ATP max;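 active means activation above the run cutoff, the mean activation of all test compounds plus 3 SD, cut at about 40% in these data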;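 further: peak over basal fluorescence ratio in a 140 s read after ATP addition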
CHRM4 PAM: human M4 muscarinic receptor positive allosteric modulators, primary screen, CHO-K1 cells, Fluo-8 calcium fluorescence; Muscarinic acetylcholine receptor M4 (Homo sapiens), P08173; CHO-K1 hM4/Gqi5, ACh EC20; 0% = ACh EC20, 100% = maximal ACh; activation, % at 3 µM; hit rate 0.4% among 360,000; AID 624126, 2012;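 active means activation above its plate's cutoff, the mean activation of sample wells plus 3 SD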; further: some results filed as inactive read as strong as hits
M5 ag: human M5 muscarinic receptor agonists, primary screen, CHO-K1 cells, Fluo-8 calcium fluorescence; CHO-K1 hM5 cells; 0% DMSO wells, 100% maximal acetylcholine response; Muscarinic acetylcholine receptor M5 (Homo sapiens), P08912; activation, % at 3 µM; hit rate 0.19% among 360,000;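 active means activation above the run's mean over test compounds plus 3 SD, cut at about 23% in these data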;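 further: signal is peak over basal fluorescence ratio across the kinetic read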
M4 antag: human M4 muscarinic receptor antagonists, primary screen, CHO cells, Fluo-8 calcium fluorescence | Muscarinic acetylcholine receptor M4 (Homo sapiens), P08173 | CHO-hM4 cells, ACh EC80 | inhibition, % at 3 µM | hit rate 0.73% among 360,000;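 active means inhibition above its plate's cutoff, the mean inhibition of sample wells plus 3 SD, cut at about 27% in these data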;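 further: 0% = acetylcholine EC80 with DMSO and 100% = DMSO without agonist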
* hit, by the source's call. Rows were taken by chance; any-hit rate near 2.7%.

nr	smiles	CHRM5 antagonist	CHO-K1 Ca ag	CHO-K1 Ca antag	M5 PAM	CHRM4 agonist	CHO-K1 Ca PAM	CHRM4 PAM	M5 ag	M4 antag
1	COc1cc(-c2nc3ccccn3c2/N=C/c2cc(OC)c(O)cc2Cl)ccc1O	-4	-0.5	9	-4	1	-9	11	-1	-2
2	C[C@H](O)[C@@H]1C(=O)N2CCc3ccc(N4CCN(C)CC4)cc3[C@@H]2C[C@@H]1N(C)C(=O)NC1CCCCC1	-2	0.2	-3	-1	0	0	6	0	-9
3	COc1ccc(NC(=O)C2Cc3c(-c4ccccc4)ccnc3O2)cc1OC (stereo unspecified)	16	11	5	-13	12	-14	1	5	-3
4	COc1cc(C(=O)NNC(=O)Cc2ccc(S(=O)(=O)N3CCOCC3)s2)cc(OC)c1OC	3	1.1	-7	-2	0	15	4	-5	-9
5	O=c1[nH]c(-c2ccccc2)nnc1-c1ccccc1	-1	0.9	-10	1	1	13	0	-3	-5
6	Cc1cc(NS(=O)(=O)c2ccc(NC(=O)CNS(=O)(=O)c3ccccc3)cc2)nc(C)n1	-3	0.4	1	0	0	-4	4	4	-14
7	O=C(CN1C(=O)NC2(CCCC2)C1=O)Nc1cc(C(F)(F)F)ccc1N1CCCCC1	8	0.0	10	-7	-1	-30	5	3	-2
8	COc1ccccc1N1CCN(C(=O)c2ccc3c(=O)n(Cc4ccco4)c(=S)[nH]c3c2)CC1	4	0.9	-6	-4	1	14	0	1	-1
9	COc1cccc(CC2(CO)CCCN(C(=O)c3cc[n+]([O-])cc3)C2)c1 (stereo unspecified)	0	0.0	3	1	0	4	3	-2	-4
10	COc1ccc(Br)cc1CN(C)C(=O)c1cnc(C)cn1	6	0.9	-10	1	0	12	-1	-2	5
11	Oc1c(/C=N/c2ncn[nH]2)ccc2ccccc12	5	0.6	-6	-2	1	16	9	-2	4
12	CCOC(=O)C1=C(C)N=c2s/c(=C/c3cccc([N+](=O)[O-])c3O)c(=O)n2C1c1ccc(OC)cc1OC (stereo unspecified)	7	0.8	-6	8	-1	5	3	-1	2
13	CC(=O)Nc1ccc(C(=O)CN2C(=O)NC3(CCOc4ccccc43)C2=O)c(F)c1 (stereo unspecified)	8	3.4	-11	-3	13	4	0	6	8
14	CC(C)c1ccccc1NC1=CC(=O)CC(C)(C)C1	0	0.7	-11	1	1	27	1	1	8
15	COc1ccccc1Cn1c(=S)[nH]c2cc(C(=O)N3CCN(C)CC3)ccc2c1=O	-9	-0.2	-10	2	3	11	8	1	-17
16	O=C(O)c1ccc(NS(=O)(=O)c2ccc(Cl)c(C(=O)Nc3ccccc3)c2)cc1	7	1.0	-9	0	1	24	2	2	-10
17	O=C(OCC(=O)C12CC3CC(CC(C3)C1)C2)c1cccnc1Cl	0	0.4	-3	-1	1	18	6	1	-7
18	COC(=O)C1=C(C)N(Cc2ccccc2)C(=O)N[C@H]1c1cccc(C(F)(F)F)c1	21	2.3	-11	-14	4	-3	2	-6	10
19	CCOC(=O)CSc1nc2sc(C)c(C)c2c(=O)n1C	-5	1.1	-6	6	0	22	1	-3	2
20	NS(=O)(=O)c1ccc(CNC(=O)c2ccc3ccccc3n2)cc1	13	1.7	-10	3	2	-6	-13	2	9
21	Cc1cccc(C)c1OCC(O)Cn1ccnc1C (stereo unspecified)	-4	-0.8	26*	-5	0	-9	4	-1	-28
22	O=C(c1ccc2c(=O)n(Cc3ccccc3)c(=S)[nH]c2c1)N1CCOCC1	-1	0.6	-18	5	2	8	2	-1	3
23	O=C(NC1CCCCC1)C1COc2ccccc2O1 (stereo unspecified)	14	0.5	-3	-26	1	3	-7	-3	5
24	COc1ccccc1N1CCN(C(=O)c2ccc3c(Cl)c4c(nc3c2)CCCC4)CC1	1	0.6	8	-11	4	2	5	-4	-27
25	C/C(=N\NC(=S)NCc1ccccc1)c1ccc(Br)cc1	0	0.5	-13	1	0	4	0	-4	-3
26	COc1ccc(-n2c(SCC(=O)N3CCCC(C)C3)nnc2-c2cccnc2)cc1 (stereo unspecified)	-10	0.5	-7	11	0	19	-2	-5	-2
27	CCOc1ccc(-c2nnn(CC(=O)N3CCN(c4ccc(F)cc4)CC3)n2)cc1OCC	-11	-0.6	0	10	0	10	16	0	0
28	Clc1ccc(-c2noc3c2-c2nc(Cc4cccc5ccccc45)sc2CC3)cc1	12	-0.2	7	-2	1	-19	1	0	0
29	Cc1noc(C)c1CSc1ncnc2sc3c(c12)CCCCC3	-16	0.1	-12	11	0	21	6	-2	-17
30	O=C1CC(C(F)(F)F)=NN1	5	5.7	-1	-9	-3	3	-2	-2	8
31	NC(=O)C1CCN(C(=S)NCCc2ccccc2)CC1	7	0.2	-2	3	0	9	-4	-1	8
32	O=C(CCC(=O)N1CCN(C2CCCC2)CC1)Nc1nnc(C(F)(F)F)s1	0	0.1	-19	0	1	24	0	-3	7
33	CN(C)C(CNC(=S)Nc1cccc(Cl)c1)c1ccccc1 (stereo unspecified)	10	6.1	-17	-15	4	22	-9	-13	4
34	COc1ccc(C(=O)COc2ccccc2C(=O)Nc2ccccc2)cc1	13	2.5	-10	6	1	16	-1	-2	2
35	CCOc1ccc(C2C(C#N)=C(N)N3C(=C2C#N)Sc2ccccc23)cc1 (stereo unspecified)	3	12	9	-3	1	13	3	1	6
36	CS(=O)(=O)c1ccc(Cl)c(NC(=O)COC(=O)CNC(=O)c2ccccc2)c1	13	4.8	-4	-15	13	16	-10	3	1
37	COc1ccccc1C(=O)N1CCN(Cc2cn[nH]c2-c2ccc(F)cc2F)CC1	-1	0.9	-12	-4	2	27	-2	2	0
38	O=C(CSc1nnc(-c2ccccn2)n1Cc1ccccc1)N1CCCC1	-10	-0.1	2	6	0	10	7	4	-8
39	Cc1ccc(NC(=O)C2CCN(S(=O)(=O)c3cccc4nonc34)CC2)cc1	5	8.0	-12	-11	13	-1	-10	-2	-7
40	CCC(=O)Nc1ccc(C(=O)N/N=C/c2ccc([N+](=O)[O-])cc2)cc1	-5	0.6	-13	-6	3	19	4	-1	-9
41	C=CCN(c1ccccc1)S(=O)(=O)c1cccc(C(=O)Nc2nc3ccccc3[nH]2)c1	14	1.1	20	-11	4	-14	-4	-2	-13
42	CCCCC(=O)O[C@]1(C(=O)CO)CC[C@H]2[C@@H]3CCC4=CC(=O)CC[C@]4(C)[C@H]3[C@@H](O)C[C@@]21C	-1	0.4	-9	-1	1	6	-8	1	5
43	COc1ccc(OC)c(NC(=O)c2ccccc2N(C)S(=O)(=O)c2ccc(C)cc2)c1	5	1.9	-8	-5	3	15	-6	-1	7
44	O=C(O)C1CCN(c2ccc(S(=O)(=O)N3CCOCC3)cc2[N+](=O)[O-])CC1	6	0.6	-2	7	1	-14	6	-3	-1
45	COc1ccc(CN2CCN(Cc3cccc4nonc34)CC2CCO)c(C)c1C (stereo unspecified)	11	0.9	-11	-3	2	14	5	-4	-3
46	CCOc1ccc(/C(O)=C2\C(=O)C(=O)N(c3cc(C)on3)C2c2ccccc2OC)cc1 (stereo unspecified)	-5	0.6	-19	13	-1	17	12	-3	-8
47	O=C(N/N=C/c1ccc[nH]1)c1ccccc1OCc1ccccc1Cl	17	0.8	-8	-12	1	15	-10	-5	5
48	COc1ccc(C(C)C)cc1S(=O)(=O)Nc1ccncc1	-2	-0.2	13	-3	1	-4	1	-1	-8
49	Cc1cc(=O)[nH]c(N/N=C/c2c(C)oc3ccccc23)n1	2	0.0	-10	7	0	16	10	-1	1
50	CCOC(=O)Cn1c(=O)sc2ccccc21	-10	0.3	-10	-2	0	15	-2	-1	-3
51	CCOC(=O)c1cnc(SCC#N)nc1N	6	-0.1	-15	6	1	18	8	-4	2
52	COC(=O)c1sc(-c2ccc(C(C)(C)C)cc2)cc1NC(=O)CSCC(=O)O	1	1.6	-4	0	2	8	-19	-2	10
53	Nn1c(SCCOc2ccccc2)nnc1-c1cccnc1	1	0.8	0	1	1	17	-8	1	2
54	CCOC(=O)C1CCCN(C(=O)c2ccc(S(=O)(=O)N3CCCC3)cc2)C1 (stereo unspecified)	-3	0.5	-2	-2	1	-3	-2	5	-12
55	COc1ccc(NC(=O)NCCCN2CCCCC2C)cc1 (stereo unspecified)	18	-0.5	1	-2	1	8	5	-2	-3
56	Cc1[nH]n(-c2ccccc2)c(=O)c1/C=N/N1C(=O)c2ccc3c4c(ccc(c24)C1=O)CC3	4	1.1	-13	1	1	22	3	-1	-2
57	COc1cccc(/C=N/NC(=S)Nc2cccc(C(=O)O)c2)c1O	-10	0.3	-11	0	2	13	12	-2	-2
58	O=C(c1sccc1-n1cccc1)N1CCCC1	-2	0.2	-1	0	0	20	7	1	2
59	O=C(Nc1ccc2oc(-c3ccccc3Cl)nc2c1)c1ncn[nH]1	3	1.0	-13	3	1	19	9	2	9
